# Assay outcomes: PubChem, The Scripps Research Institute Molecular Screening Center
# NCOA2 inhibitor = human SRC2 (NCOA2) inhibition; Q15596; HEK293 GAL4-SRC2 luciferase reporter, luminescence; inhibition, % at 9 µM; 370,000 tested, 0.17% active; AID 651957;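 active means inhibition above the mean inhibition of all tested compounds plus 3 SD, set per campaign, cut at about 52% in these data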;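 further: 0% = DMSO treated cells and 100% = cells given Gossypol at 36 µM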
# Target sequence (Q15596 whole entry, looked up, the tested form may be a part): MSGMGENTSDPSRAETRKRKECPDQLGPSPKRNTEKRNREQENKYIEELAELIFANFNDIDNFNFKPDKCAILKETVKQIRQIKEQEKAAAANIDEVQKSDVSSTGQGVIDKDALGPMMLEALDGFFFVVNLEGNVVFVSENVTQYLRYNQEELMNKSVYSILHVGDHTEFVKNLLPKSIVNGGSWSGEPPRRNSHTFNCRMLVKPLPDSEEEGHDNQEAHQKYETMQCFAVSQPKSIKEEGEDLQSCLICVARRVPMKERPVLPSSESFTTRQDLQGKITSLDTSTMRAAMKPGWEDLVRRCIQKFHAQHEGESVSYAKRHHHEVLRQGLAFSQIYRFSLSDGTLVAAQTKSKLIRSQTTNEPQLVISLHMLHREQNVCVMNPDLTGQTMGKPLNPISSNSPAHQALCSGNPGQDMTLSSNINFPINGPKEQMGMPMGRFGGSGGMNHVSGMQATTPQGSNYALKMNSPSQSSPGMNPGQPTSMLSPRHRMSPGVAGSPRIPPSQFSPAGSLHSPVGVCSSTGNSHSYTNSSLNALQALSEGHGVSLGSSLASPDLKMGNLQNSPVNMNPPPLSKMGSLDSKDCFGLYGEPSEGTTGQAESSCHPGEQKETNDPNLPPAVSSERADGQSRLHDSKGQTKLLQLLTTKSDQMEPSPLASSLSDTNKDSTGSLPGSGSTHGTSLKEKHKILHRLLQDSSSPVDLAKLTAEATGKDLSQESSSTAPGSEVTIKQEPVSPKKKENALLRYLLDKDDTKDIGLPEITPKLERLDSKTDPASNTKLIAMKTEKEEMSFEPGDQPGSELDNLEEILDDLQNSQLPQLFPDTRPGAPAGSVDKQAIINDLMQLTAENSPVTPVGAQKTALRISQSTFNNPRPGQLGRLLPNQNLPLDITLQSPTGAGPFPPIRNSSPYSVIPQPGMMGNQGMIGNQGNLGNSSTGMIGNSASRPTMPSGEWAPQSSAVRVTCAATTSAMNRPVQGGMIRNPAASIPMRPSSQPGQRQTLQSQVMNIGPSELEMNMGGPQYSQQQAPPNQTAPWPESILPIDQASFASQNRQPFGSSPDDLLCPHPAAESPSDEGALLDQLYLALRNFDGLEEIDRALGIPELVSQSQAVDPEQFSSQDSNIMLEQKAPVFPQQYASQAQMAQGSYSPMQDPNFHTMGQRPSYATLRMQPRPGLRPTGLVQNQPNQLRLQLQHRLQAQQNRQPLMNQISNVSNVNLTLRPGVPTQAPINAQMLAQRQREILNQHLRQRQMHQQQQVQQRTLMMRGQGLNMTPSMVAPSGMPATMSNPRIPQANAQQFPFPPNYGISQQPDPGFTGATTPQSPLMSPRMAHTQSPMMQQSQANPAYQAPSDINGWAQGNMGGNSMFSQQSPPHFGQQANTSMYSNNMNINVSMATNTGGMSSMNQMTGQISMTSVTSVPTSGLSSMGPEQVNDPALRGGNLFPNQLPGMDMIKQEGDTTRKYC
# * = called active by the depositor. This is a subset; the hit share may differ from the screen's.
Compound | NCOA2 inhibitor
COc1ccc(S[C@]2(C(=O)N3CCOCC3)CC(=O)N(S(=O)(=O)c3ccc(F)cc3)[C@@H]2c2ccc(OC)cc2)cc1 | -0.2
CC(C)CN1C(=O)[C@]2(CC(=O)N(C)C2c2ccccc2)c2cc(-n3cc(CCc4ccccc4)nn3)ccc21 (some centres undefined) | 0.8
O=C(c1cccc(F)c1F)N1CCCC(c2nc(-c3cccs3)no2)C1 (centres undefined) | 19.5
COc1ccc(OC)c(CN2CCN(C(=O)c3cc(S(=O)(=O)N4CCOCC4)ccc3C)CC2)c1 | -19.2
Cc1onc(-c2ccc(Cl)cc2)c1-c1ccn(S(=O)(=O)c2ccccc2Cl)n1 | 18.4
CC(C)CC1NC(=O)c2cc(Cl)ccc2-n2c1nc1ccc(F)cc1c2=O (centres undefined) | 6.3
CCCCCCCCN1C(=O)[C@@H](CC(=O)NCc2ccc(OC)c(OC)c2)C[C@@]2(C(=O)OC)C1=C[C@H](C1CCCC1)O[C@@H]2C | 14.9
C[C@@H]1CN(C(=O)OC(C)(C)C)CCN1c1ccc(N2CC[C@H](O)C2)c(C#N)c1 | 13.4
O=C(C1CCCN1S(=O)(=O)c1ccccc1[N+](=O)[O-])N1CCN(c2ccccc2)CC1 (centres undefined) | 24.3
C[C@@H]1N[C@H]2N(C1=O)c1ccccc1[C@@]21C[C@@H]2C(=O)N[C@](C)(O1)c1nc3ccccc3c(=O)n12 | -8.2
CCCCOCCCNC(=O)C[C@H]1C[C@@]2(C(=O)OC)C(=C[C@H](C(C)C)O[C@@H]2C2CC2)N(Cc2ccc(Cl)cc2Cl)C1=O | -7.6
COC(=O)c1cc2c(c3c4cc(OC)ccc4n(S(=O)(=O)c4ccc(F)cc4)c13)C(=O)N(C)C2 | -24.0
COC(=O)c1ccc(C23CC4(C2)[C@H](CN(Cc2ccc(-c5ccccc5)cc2)[C@@H]4c2ccccc2)C3c2ccc(C(F)(F)F)cc2)cc1 (some centres undefined) | -12.0
C[C@H](CO)N1C[C@H](C)[C@@H](CN(C)C(=O)Nc2cccc(Oc3ccccn3)c2)OCc2cn(nn2)CCCC1=O | -5.7
COC(=O)N1C[C@H](OC)[C@H]2C[C@@H]1c1ccccc1O2 | -51.4
Cc1ccccc1C(=O)N[C@H](C(=O)N1CCC[C@H]1C(=O)NCc1ccccc1)c1ccccc1 | 3.3
COC(=O)[C@]12C[C@H](CC(=O)N3CCCCC3)C(=O)N(Cc3ccc(Cl)cc3Cl)C1=C[C@H](COCc1ccccc1)O[C@@H]2C | 25.6
O=C(N[C@@H](Cc1cccnc1)C(=O)N1CCC[C@H]1C(=O)NCCc1ccccc1Cl)C1CCCC1 | -28.4
COc1ccc(Cn2cc(CN3[C@H](C)COc4cc(Br)ccc4S3(=O)=O)nn2)cc1 | 17.5
CC(C)CCN(C)C1CCN(C(=O)Nc2ccc(Cl)cc2)CC1 | 1.8
Cc1ccc2nc(-c3ccc(NC(=O)CSc4nnc(-c5cccc(Cl)c5)n4Cc4ccco4)cc3)sc2c1 | -79.7
COc1ccc(C2CC(=O)C(c3ccccc3C)=CN2Cc2ccccc2)cc1 (centres undefined) | 17.8
COC(=O)[C@]12C[C@H](CC(=O)N3CCCC3)C(=O)N(Cc3ccc4c(c3)OCO4)C1=C[C@H](COCc1ccccc1)O[C@@H]2C | 9.5
Cc1ccc2nc(-c3ccc(NC(=O)CN(C)S(=O)(=O)c4ccccc4)cc3)sc2c1 | -45.6
COC(=O)C1=C(C)N(Cc2cccc(C(F)(F)F)c2)C(=NCc2cc(OC)c(OC)c(OC)c2)NC1c1ccccc1C(F)(F)F (centres undefined) | -55.9
CCOC(=O)[C@@]12CN(C(=O)OC(C)(C)C)CC=C1N(Cc1ccc(OC)cc1)C(=O)[C@H]2CC(=O)N1CCN(C(=O)c2ccco2)CC1 | 9.5
C=CCN1[C@@H](C)COc2cccc(N3CCSCC3)c2S1(=O)=O | -15.4
CCOC(=O)C(=O)N(Cc1ccccc1)c1ccccc1C(=O)Nc1cc(OC)ccc1OC | -0.2
c1ccc2cc(Cn3ccc4ccc(-c5ccc6cc[nH]c6c5)cc43)ccc2c1 | -11.3
COC(=O)[C@@]1(Cc2ccc(F)cc2)[C@H]2c3cc(C(=O)N(C)C)n(Cc4ccccc4)c3C[C@H]2CN1C(=O)c1ccccc1 | -0.9
COc1ccccc1CNC(=O)C1CCN(Cc2nc(-c3ccc(Cl)cc3)oc2C)CC1 | 14.7
O=C(NCc1ccccc1)[C@@H]1CCCN1C(=O)[C@H]1CCCN1C(=O)c1cccc2ccccc12 | -19.9
COc1cccc(N(C(=O)C2COc3ccccc3O2)C(C(=O)NC2CCCCC2)c2ccc(O)cc2)c1 (centres undefined) | -11.4
Cc1ccc(-c2c(NC(=O)c3cccc(C)c3)nc3ncccn23)cc1 | 3.7
O=C(NCc1ccc(Cl)cc1)C1CCCN(c2nc3ccccc3o2)C1 (centres undefined) | 0.7
CCCCCCCCN1C(=O)[C@@H](CC(=O)NCCC(C)C)C[C@@]2(C(=O)OC)C1=C[C@H](COCc1ccccc1)O[C@@H]2C | -30.8

# Quoted from the listing:
# In NCOA2 inhibitor, `O=C(NCc1ccc(Cl)cc1)C1CCCN(c2nc3ccccc3o2)C1` (centres undefined) is entered as 0.7
# In NCOA2 inhibitor, `COC(=O)C1=C(C)N(Cc2cccc(C(F)(F)F)c2)C(=NCc2cc(OC)c(OC)c(OC)c2)NC1c1ccccc1C(F)(F)F` (centres undefined) is entered as -55.9
# In NCOA2 inhibitor, `Cc1ccc(-c2c(NC(=O)c3cccc(C)c3)nc3ncccn23)cc1` is entered as 3.7

# More compounds:
Compound | NCOA2 inhibitor
CCN(CC)C(=O)CC[C@H]1CC[C@]2(CCCN(Cc3ccc(Cl)cc3)C2)O1 | 6.7
O=C(c1ccccc1)N1CC[C@H]2[C@H](CCCN2Cc2cc(F)cc(F)c2)C1 | 16.3
O=C(CCc1ccccc1)N[C@H]1[C@H](O)CCC[C@@]12C(=O)N(Cc1ccccc1)c1ccc(-c3ccccc3)cc12 | 0.8
COc1ccccc1-c1ccc([C@@H]2C[C@H]3[C@H](CON3C)CN2CC2CCCCC2)cc1 | -1.4
COC(=O)C1CN(Cc2ccc(OC)cc2)CCS(=O)(=O)N1Cc1cn(CCOC(C)=O)nn1 (centres undefined) | 14.4
COc1ccc(N2CCN(CCCNC(=O)CCOC(C)(C)C)CC2)cc1 | -15.4
COC(=O)[C@]12C[C@H](CC(=O)N3CCN(C(=O)C4CC4)CC3)C(=O)N(Cc3ccc4c(c3)OCO4)C1=C[C@H](C(C)C)O[C@@H]2C1CC1 | -7.7
Cc1ccccc1CN1CCCCC(NC(=O)c2ccc(N(C)C)cc2)C1=O (centres undefined) | -13.8
O=S(=O)(c1ccc(F)cc1)N1CCCc2nc(-c3ccc(Br)cc3)ccc21 | -44.2
Cc1[nH]c2ccccc2c1/C=N/Nc1ccccn1 | 11.2
O=C1N(Cc2ccccc2)c2ccccc2C12CCCc1oc(CCc3ccccc3)nc12 (centres undefined) | 25.9
Cc1cccc(CCNC(=O)Cn2nc(-c3ccccc3)ccc2=O)c1 | 23.4
COc1ccc(Cn2ccc3ccc(-c4ccc5ccn(Cc6ccc(C#N)cc6)c5c4)cc32)cc1 | -12.6
O=C(NCCN1C(=O)C2C3C=CC(C3)C2C1=O)c1cc(Cl)cc(Cl)c1 (centres undefined) | 2.3
NC(=O)c1ncn([C@@H]2O[C@H](C(=O)N[C@H](Cc3c[nH]c4ccccc34)C(=O)N3CCN(CC(=O)N4CCCC4)CC3)[C@@H](O)[C@H]2O)n1 | -9.7
CC(C)CN1C(=O)[C@@]2(CC(=O)N(C)C2c2ccccc2)c2cc(-n3cc(C(C)(C)O)nn3)ccc21 (some centres undefined) | -18.3
c1ccc(OCc2nnc(SCc3nc4ccccc4[nH]3)n2-c2ccccc2)cc1 | -4.8
COc1ccc(/C=C/S(=O)(=O)NCc2ccccc2)c(CNC(=O)OC(C)(C)C)c1 | -4.5
COC(=O)[C@@]12CCCCC3=C1N(CCC3)C(=O)[C@H]2CC(=O)NCCCN1CCCC1=O | -18.1
Cc1ccc(C(=O)Nc2cccc(C(=O)O)c2)cc1 | -20.1
CC(COc1ccc(S(C)(=O)=O)cc1)CN1CCC(C(O)(c2ccccc2)c2ccccc2)CC1 (centres undefined) | -22.8
CCOC(=O)CCc1c(C)c2ccc(OCC)c(C)c2oc1=O | -12.8
CCOC(=O)[C@@]12CCC3=C1N(CCC3)C(=O)[C@H](CC(=O)NCC1CCCCC1)C2 | 13.1
Cc1ccc(CN2CCCCC(NC(=O)c3ccc4ccccc4c3)C2=O)cc1 (centres undefined) | -12.3

# Five entries from above, with the structure last.
NCOA2 inhibitor | Molecule
-20.1 | Cc1ccc(C(=O)Nc2cccc(C(=O)O)c2)cc1
-22.8 | CC(COc1ccc(S(C)(=O)=O)cc1)CN1CCC(C(O)(c2ccccc2)c2ccccc2)CC1 (centres undefined)
-12.8 | CCOC(=O)CCc1c(C)c2ccc(OCC)c(C)c2oc1=O
13.1 | CCOC(=O)[C@@]12CCC3=C1N(CCC3)C(=O)[C@H](CC(=O)NCC1CCCCC1)C2
-12.3 | Cc1ccc(CN2CCCCC(NC(=O)c3ccc4ccccc4c3)C2=O)cc1 (centres undefined)

# Continuation.
Compound | NCOA2 inhibitor
COC(=O)[C@]12C[C@H](CC(=O)NCC3CCCCC3)C(=O)N(Cc3ccccc3)C1=C[C@H](C(C)(C)C)O[C@@H]2C | -19.3
COC(=O)C1=C(C)N(Cc2ccccc2C(F)(F)F)C(=NCc2ccc(C(F)(F)F)cc2)NC1c1cccc(F)c1 (centres undefined) | -15.1
Cc1ccccc1C(=O)N[C@H](C(=O)N1CCC[C@H]1C(=O)NC1CCCC1)C1CCCCC1 | 3.4
Cc1ccc(NC(=S)NNC(=O)CSc2nnc(SCc3ccccc3Cl)s2)cc1 | 1.5
Cc1nn(-c2ccccc2)c2sc(C(=O)NC3CCCc4ccccc43)cc12 (centres undefined) | -1.9
C=CCNc1cccc2c1S(=O)(=O)N[C@H](Cc1ccccc1)CO2 | -11.7
COc1ccc(-n2c(SCC(=O)Nc3ccc(Oc4ccccc4)cc3)nnc2-c2cccnc2)cc1 | 11.4
COc1ccc(S[C@]2(C(=O)N3CCOCC3)CC(=O)N(C(=O)Nc3ccc(C)c(Cl)c3)[C@@H]2c2ccc(OC)cc2)cc1 | -27.8
COc1ccc(NC(=O)N(C)C[C@H]2OCc3cnnn3CCCC(=O)N([C@H](C)CO)C[C@@H]2C)c(OC)c1 | 16.1
COC(=NC(C)C)NC(C)C | 1.2
COC(=O)[C@]12C[C@H](CC(=O)NCCc3ccccc3OC)C(=O)N(Cc3ccco3)C1=C[C@H](C(C)C)O[C@@H]2C1CC1 | 16.0
Nc1[nH]c(C(=O)c2ccccc2)c(-c2cccc3ccccc23)c1C(=O)NCc1ccc(F)c(F)c1 | -31.7

# Two of the compounds above, with values ahead of the structure.
NCOA2 inhibitor	SMILES
-27.8	COc1ccc(S[C@]2(C(=O)N3CCOCC3)CC(=O)N(C(=O)Nc3ccc(C)c(Cl)c3)[C@@H]2c2ccc(OC)cc2)cc1
16.1	COc1ccc(NC(=O)N(C)C[C@H]2OCc3cnnn3CCCC(=O)N([C@H](C)CO)C[C@@H]2C)c(OC)c1

# (next part)
Compound | NCOA2 inhibitor
COC(=O)[C@@]12CCCCC=C1N(CCc1ccc(Cl)cc1)C(=O)[C@H]2CC(=O)NCc1ccc(OC)c(OC)c1 | 1.6
COCC(=O)N[C@H]1C[C@@H]2O[C@@H](CO)CC[C@@H]2O[C@@H]1CCc1ccc(-c2ccccc2)cc1 | 12.1
COCCCNC(=O)[C@@H](Cc1ccccc1)NC(=O)[C@H]1O[C@@H](n2ccc(=O)[nH]c2=O)[C@H](O)[C@@H]1O | -17.6
CCn1c(SCC(=O)NN=Cc2cccc(OCc3ccccc3)c2)nnc1-c1ccc(OC)c(OC)c1 | -7.3
COc1ccc(S(=O)(=O)Nc2cc(Sc3ncn[nH]3)c(O)c3ccccc23)cc1 | 61.1*
O=C(c1cscn1)N1CCC(Oc2cccnc2)CC1 | -3.3
COC(=O)[C@H](Cc1ccccc1)N[C@H](c1ccc(OC)cc1)[C@@H](O)Cc1ccccc1 | -0.6
COC(=O)C1=C(C)N(Cc2ccc(C(F)(F)F)cc2)C(=NCc2ccccc2)NC1c1ccccc1 (centres undefined) | 4.7
O=C1CC(N2CCCC2)=NC(=O)N1c1ccc(Br)cc1 | -16.3
CCC(C)Nc1nc(C)nc2c1nnn2Cc1ccccc1 (centres undefined) | 0.9
Cc1ccc(C2=N/C(=C\c3coc4ccccc4c3=O)C(=O)O2)cc1 | 7.4
O=C(NC1CCCC1)[C@@H]1CCCN1C(=O)[C@@H](NS(=O)(=O)c1ccc(F)cc1F)c1ccccc1 | -0.9

# NCOA2 inhibitor: what is marked active above.
Compound | NCOA2 inhibitor
COc1ccc(S(=O)(=O)Nc2cc(Sc3ncn[nH]3)c(O)c3ccccc23)cc1 | 61.1*

# The listing continues:
Compound | NCOA2 inhibitor
O=C(c1cccc(Oc2ccccc2)c1)N1CCC(Oc2cccnc2)CC1 | -6.6
COP(=O)(OC)C(Cc1ccccc1)NC(=O)CNC(=O)OCc1ccccc1 (centres undefined) | -15.6
CC(C)C(=O)N1CC[C@H]2[C@H](CCCN2Cc2ccc(F)cc2)C1 | 19.7
Cc1ccccc1C1=CC(=O)CC(C)(C)C1=O | -17.1
Cc1cccc(NC(=O)NN(C(=O)c2ccccc2Cl)C(C)(C)C)c1 | -22.3
O=C(CCc1ccccc1)N[C@H]1[C@@H](OC(=O)c2ccco2)CCC[C@]12C(=O)N(Cc1ccccc1)c1ccccc12 | -20.3
O=C(c1ccncc1)N1CC[C@H]2[C@H](CCCN2Cc2cc(F)cc(F)c2)C1 | -15.3
C#CCOCCOCCOCCNc1nc(N2CCN(C(=O)C([C@@H](C)CC)n3cc(C(N)COC(=O)C(F)(F)F)nn3)CC2)nc(N2CCN(C(=O)[C@H](CCC(=O)O)n3cc(C(N)CC(C)C)nn3)CC2)n1 (some centres undefined) | 5.7
